# 12-LOX inh – Primary qHTS assay for inhibitors of human arachidonate 12S-lipoxygenase (ALOX12): Round 2 | Polyunsaturated fatty acid lipoxygenase ALOX12 (Homo sapiens), P18054 | purified 12hLO, xylenol orange hydroperoxide absorbance | Potency, µM (doses to about 108 µM), inactives show top-dose activity change, negative = inhibition, hits mostly inhibitors | hit rate 1.1% among 580,000 | AID 1671190, 2021; active = well fitted inhibition curve with a large enough effect; inconclusive = small, poorly fitted or top-dose-only effect, or another doubt; inactive = no such curve, though single readings can be large or run the other way
# Target sequence (P18054 whole entry, looked up): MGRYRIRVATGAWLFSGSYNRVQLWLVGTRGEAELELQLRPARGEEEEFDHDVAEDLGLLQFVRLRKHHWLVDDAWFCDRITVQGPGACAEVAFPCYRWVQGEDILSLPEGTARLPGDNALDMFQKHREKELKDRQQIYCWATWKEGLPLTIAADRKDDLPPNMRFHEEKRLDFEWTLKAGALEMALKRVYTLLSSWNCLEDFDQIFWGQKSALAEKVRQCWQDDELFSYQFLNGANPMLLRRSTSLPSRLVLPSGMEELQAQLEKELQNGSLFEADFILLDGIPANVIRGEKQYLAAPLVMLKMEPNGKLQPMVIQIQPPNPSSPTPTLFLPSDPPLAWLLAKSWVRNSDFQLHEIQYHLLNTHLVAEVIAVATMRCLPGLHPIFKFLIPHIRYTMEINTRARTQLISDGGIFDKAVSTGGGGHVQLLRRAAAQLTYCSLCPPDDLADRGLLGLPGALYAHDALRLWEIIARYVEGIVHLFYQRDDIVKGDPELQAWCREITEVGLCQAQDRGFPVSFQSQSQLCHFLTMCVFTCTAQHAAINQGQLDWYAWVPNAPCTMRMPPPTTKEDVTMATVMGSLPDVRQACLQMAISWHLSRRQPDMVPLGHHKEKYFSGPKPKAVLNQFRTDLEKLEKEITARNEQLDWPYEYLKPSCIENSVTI
#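 Hydroperoxide product was detected by ferrous iron/xylenol orange as the 573 to 405 nm absorbance ratio. Arachidonic acid at 40 uM (final) was turned over for 30 min at room temperature by 150 nM human 12hLO, pH 7.0 Hepes buffer, after 15 min compound preincubation.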
# Starred values were filed as active, the others as inactive; ? = inconclusive; [ ] = dose if it differs, or a comment. % is set by controls: 0 for no effect and ±100 for the full control effect; potency is the fitted concentration of half-maximal effect.
SMILES	12-LOX inh
Cc1ccc(OC(C)C(=O)Nc2cccc3cccnc23)cc1C (stereo not given)	2%
CCOc1ccc(C(=O)N[C@H]2CCOC[C@H]2C2CCOCC2)o1	-10%
CCNC(=O)N1CCN(c2ccc(N3CCN(C(=O)NCC)[C@@H](C)C3)c(C)c2)[C@H](C)C1	-2%
Cn1cnnc1Sc1ccc(CN2CCOc3ccc(C4=Cc5ccccc5CC4)cc3C2)o1	?
N#C/C(=C/c1ccc(OC(F)F)cc1)C(=O)N(C1CCCCC1)C1CCCCC1	-29%
COCc1nc2nc(-c3ccccc3)c(-c3cccc([S+](C)(=O)[O-])c3)cc2n1C	3%[176 µM]
COC[C@@H]1CN(Cc2cn[nH]c2-c2ccccc2)C[C@H]1c1nc(C)no1	44%[activator]
CCN1CCN(c2nc3c(c(=O)[nH]c(=O)n3C)n2CC(O)COc2ccc(Cl)cc2)CC1 (stereo not given)	-10%
O=C(CN1C(=O)S/C(=C\c2ccccc2Cl)C1=O)Nc1ccc2oc(=O)ccc2c1	?
Cc1ccc(C(=O)n2nc(NCc3ccccc3)nc2NCc2ccccc2)cc1	?

# (listing goes on)
SMILES	12-LOX inh
O=C(NCc1ccccn1)C1CCN(C(=O)N2CC3CC(C2)[C@H]2CCCC(=O)N2C3)CC1 (stereo not given in full)	130%[activator]
CCn1cc(S(=O)(=O)NCC2CNCCOC2)cn1 (stereo not given)	16%
Cn1c(=O)[nH]c(=O)c2c1nc(NCc1ccco1)n2Cc1ccccc1	?
Cc1noc(-c2ccc(OC3CN(C(=O)CC4CCCC4)C3)cc2)n1	14%
CNC(=O)c1ccc2c(c1)NC(C)(CNc1ccccc1)CO2 (stereo not given)	58%[activator][176 µM]
CCc1nnsc1C(=O)N(C)CCOc1ccc(C)cc1	29%
O=C(CCc1ncc(-c2ccc(F)cc2)o1)N1CCN(c2ccccc2Cl)CC1	40%[activator]
Cc1ccc(C(=O)N2CCC(Cc3nncn3C)CC2)cc1N1CCNC1=O	72%[activator]
COC(=O)CC1CCNCC1	-2%
O=S(=O)(Cc1ccccc1)NC[C@H]1COCc2nc3cccnc3n21	7%[176 µM]

# Some of these compounds in order of molar mass, smallest number first.
SMILES	12-LOX inh
Cc1ccc(OC(C)C(=O)Nc2cccc3cccnc23)cc1C (stereo not given)	2%
CCOc1ccc(C(=O)N[C@H]2CCOC[C@H]2C2CCOCC2)o1	-10%
O=S(=O)(Cc1ccccc1)NC[C@H]1COCc2nc3cccnc3n21	7%[176 µM]
N#C/C(=C/c1ccc(OC(F)F)cc1)C(=O)N(C1CCCCC1)C1CCCCC1	-29%
CCN1CCN(c2nc3c(c(=O)[nH]c(=O)n3C)n2CC(O)COc2ccc(Cl)cc2)CC1 (stereo not given)	-10%
Cn1cnnc1Sc1ccc(CN2CCOc3ccc(C4=Cc5ccccc5CC4)cc3C2)o1	?

# Further compounds
SMILES	12-LOX inh
CC(C)CCN1C(=O)CSCC1(C)C(=O)NCc1ccccc1 (stereo not given)	6%
CC(C)CN1CCC(N2CC(Oc3cccc(C(=O)N4CCCC4)c3)C2)CC1	30%
COCc1ccc(C(=O)N2CCN(Cc3ccccc3)CC(O)C2)s1 (stereo not given)	6%
COCc1cc(N2CCN(C(=O)OC(C)(C)C)C[C@H]2C)ccc1N1CC[C@@H](O)C1	?
COc1ccc(CNCC#CC2=CCCCC2)c(OC)c1	-5%
Clc1ccccc1C1(c2ccnc(NCc3ccccc3)n2)CCNCC1	2%
COc1ccc(C)cc1CN(C)C(=O)NCc1ccc(S(=O)(=O)N2CCCCC2)cc1	48%
S=C(NCc1ccc(Cl)cc1)Nc1ccc(Nc2ccccc2)cc1	18µM*
COC1C(=O)N(CC2CC2)C12CCN(C(=O)c1cnccc1C)CC2 (stereo not given)	27%
Cc1ccc(CN2CCC3(Cc4ccccc4CNC3=O)C2)cc1 (stereo not given)	28µM*

# By substructure, the compounds so far containing fluorine
SMILES	12-LOX inh
N#C/C(=C/c1ccc(OC(F)F)cc1)C(=O)N(C1CCCCC1)C1CCCCC1	-29%
O=C(CCc1ncc(-c2ccc(F)cc2)o1)N1CCN(c2ccccc2Cl)CC1	40%[activator]

# Other entries.
SMILES	12-LOX inh
COc1ccc(Cl)cc1NC(=O)N1CCN(c2nc3ccccc3n2Cc2ccccc2)CC1	?
CCOc1ccccc1C(=O)Nc1c(C(=O)N2CCN(Cc3ccccc3)CC2)oc2ccccc12	2%
Cc1ccc(C2CC(=O)CC(c3ccc(C)cc3)C2(C#N)C(N)=O)cc1 (stereo not given)	10%
Cn1c2c(c(=O)[nH]c1=O)C(c1ccc(C(=O)O)cc1)C1=C(N2)c2ccccc2C1=O (stereo not given)	45µM*
O=C(NCCC1CCN(C(=O)Nc2cc(F)cc(F)c2)CC1)c1ccc2nc[nH]c2c1	68%[activator]
Cc1cc(C(=O)COc2ccc3ccc(=O)oc3c2)c(C)n1CC(F)(F)F	-3%
O=C1CCN(C2CCCC2)CCCC(c2nc(-c3cccnc3)no2)CCN1 (stereo not given)	22%
COc1ccc(Br)cc1S(=O)(=O)NCCN(C)C	-25%
CCOC(=O)C1CCN(C(=O)COC(=O)c2cn(-c3ccccc3)nc2-c2ccc(Cl)cc2)CC1	-34%
O=C(O)CCCN1CCCC1	?

# (continued)
SMILES	12-LOX inh
Cc1noc(C)c1S(=O)(=O)N(C)C1CCOc2ccccc21 (stereo not given)	29%[176 µM]
CCc1ccc(NC(=O)Cn2c(N3CCc4ccccc4C3)nc(C)cc2=O)cc1	-9%
COc1ccc(S(=O)(=O)Oc2ccc3c(c2)O/C(=C\c2ccc(OC)c(OC)c2OC)C3=O)cc1	-34%
O=C(c1cc(=O)[nH]c2ccccc12)N1CCN(Cc2ccccc2)CC1	-10%
CCCS(=O)(=O)N[C@H]1C[C@@H](c2nc(-c3ccc(OC)cc3)no2)N(C)C1	?
Clc1ccccc1C1Cn2cnc(-c3nc(-c4cccnc4)no3)c2CO1 (stereo not given)	48%[activator]
Cc1cc(N2CCN(Cc3nc(C)no3)CC2)nc(C(C)C)n1	0%
CC(C)(C)c1[nH]c2ccc(-c3ccccc3)cc2c1C=O	-2%
CC(C)CN1C(=O)CCc2cc(NC(=O)C3CCC3)ccc21	-11%
CC(C)NC(=O)CNC(=O)CCc1ncc(-c2ccc(Cl)cc2)o1	3%

# (listing goes on)
SMILES	12-LOX inh
O=C(/C=C/Nc1ccc(Cl)c(C(F)(F)F)c1)c1ccc(Cl)cc1	15%
COc1ccc(CN2CCN(C(=O)Nc3cccc(Cl)c3)CC2)c(OC)c1OC	-10%
CCCN1CCCC12Cc1ccccc1CN(C(=O)CCCC(=O)O)C2 (stereo not given)	2%[6.33 µM]
Cc1cnc(CN(C)c2cc(C3CC(O)C3)nc(N)n2)[nH]1 (stereo not given)	37%[activator]
COc1ccccc1N1CCN([C@H]2[C@@H]3OC[C@@H](O3)[C@@H](NCc3ccco3)[C@@H]2O)CC1	61%[activator][176 µM]
O=C1CC2(CCN(S(=O)(=O)c3cccs3)CC2)Oc2cc(Cl)ccc21	5%
CCOCCCNC(=O)C1CCCCC1	7%
CCOc1ccc(CN2CCN(CC(N)=O)CC2CCO)cc1 (stereo not given)	51%[activator]
COc1ccc(-c2ccc3c(c2)C(=O)N2CCN(C(=O)c4cccnc4)C[C@@H]2C(=O)N3)c(OC)c1	-27%
CC(C)n1nc(OC(C)(C)C(=O)NCc2ccncc2)c2cc(CN3CCOCC3)ccc21	8%

# The results go on:
SMILES	12-LOX inh
O=C(c1ccco1)N1CCCC1c1nc(C2CCOCC2)no1 (stereo not given)	-3%
CCOC(=O)CC1(NC(=O)N2CCCC2c2cccs2)CCCCC1 (stereo not given)	11%
O=C(c1nc(-c2cccnc2)no1)N1CCN(c2ccc(Cl)c(Cl)c2)CC1	-17%
O=C(NC[C@H]1Cn2c(-c3ccc(F)cc3)cnc2CO1)c1ccc(Cl)cc1	22%[176 µM]
N#C/C(=C\c1cccc(Oc2ccccc2)c1)C(=O)Nc1cc(C(F)(F)F)ccc1Cl	-12%
Cc1ccc(NC(=O)C2CCCCC2)cc1	3%
O=C(Nc1cccc2ccccc12)O[C@@H]1CO[C@H]2[C@@H]1OC[C@@H]2Nc1nccc(-c2cccc(F)c2)n1	?
CCc1cc(=O)oc2cc(OS(=O)(=O)c3cccc(C(F)(F)F)c3)ccc12	?
CC1=C[C@@H](CNC(=O)CC(C)(C)CC(=O)O)[C@H](C(C)C)C[C@H]1Cc1nc2ccccc2[nH]1	14%
COc1ccc(-c2cc(NC(=O)Cc3c[nH]c4ccccc34)ccc2N(C)c2cccnc2)cc1F	-25%

# Further results follow.
SMILES	12-LOX inh
CCOc1ccc(C(=O)N2CCCC(c3noc(COc4ccccc4)n3)C2)cc1 (stereo not given)	-3%
CC(C)Cc1ccc(C(C)(N)C(=O)O)cc1 (stereo not given)	?
Cc1ccc(S(=O)(=O)Nc2ccc(-c3cn4ccccc4n3)cc2)c(C)c1	-2%
Cc1noc(C)c1NC(=O)N1C[C@H](O)COC[C@H]2O[C@@H](CC(=O)NCC3CCCCC3)CC[C@@H]21	6%
Cn1ccnc1CNCC1(CO)C[C@@H](O)[C@@H](O)C1 (stereo not given in full)	127%[activator][176 µM]
Cc1ccc(S(=O)(=O)N2CCN(C3CCN(CCC(C)C)C3=O)CC2)cc1Cl (stereo not given)	?
CCNC(=O)c1cccc(NC(=O)c2cccc(OCc3c(C)noc3C)c2)c1	-21%
O=C(NC1CCc2cc(F)ccc21)C1CCCC1 (stereo not given)	-12%
COc1ccc(C(=O)N2C(C(=O)N3CCCC3)COC23CCN(C(=O)CC(C)(C)C)CC3)cc1 (stereo not given)	29%
COc1ccc(CCC(=O)N2CCC(N3CC(OC)C34CCOCC4)CC2)cc1 (stereo not given)	23%

# The final 3 records of the section before lead into the next:
SMILES	12-LOX inh
O=C(NC1CCc2cc(F)ccc21)C1CCCC1 (stereo not given)	-12%
COc1ccc(C(=O)N2C(C(=O)N3CCCC3)COC23CCN(C(=O)CC(C)(C)C)CC3)cc1 (stereo not given)	29%
COc1ccc(CCC(=O)N2CCC(N3CC(OC)C34CCOCC4)CC2)cc1 (stereo not given)	23%
CCc1sc(C(=O)NC(C)C)cc1C	-26%
Cc1noc(C)c1-c1nccc2c(=O)cc(N(C)C3CCOCC3)oc12	6%[176 µM]
CN(C)C(=O)C1CN(C(=O)Nc2cc(F)cc(F)c2)CC12CCOCC2 (stereo not given)	50%[activator]
COc1cc2cc(C(=O)NCC(=O)Nc3ccc4c(c3)OCCO4)[nH]c2c(OC)c1OC	-1%
CN(C)C(C(=O)N1CCN(Cc2ccccc2C#N)CC1)c1ccc(F)cc1 (stereo not given)	30%
COc1ccc(-c2cc(-c3ccc4cn[nH]c4c3)cn3cncc23)cc1	8.9µM*
Cc1ccc2nc(CO[C@H]3CN(Cc4ccc5c(c4)OCO5)C[C@H]3F)[nH]c2c1	16%[176 µM]
O=C1CCCCC(C(=O)N2CCCCC2)N1 (stereo not given)	26%
NCCOc1ccccc1	20%
CC1(CCCCc2ccccc2)COc2ccc(C(=O)NC3CC3)cc2N1 (stereo not given)	?

# Next section.
SMILES	12-LOX inh
CCOC(=O)c1cn(C2CN(S(=O)(=O)c3ccc(F)cc3F)C2)nn1	2%
O=C(NC1CCSc2ccccc21)C1CCCC1 (stereo not given)	?
O=C(NCCc1ccc(F)cc1)C1CN(c2ccccc2)C(=O)N1 (stereo not given)	5%[176 µM]
C=CCNc1nc(C(=O)OCC(=O)NCC(=O)Nc2c(C)cccc2C)cs1	-17%
C=CCSc1nc2c(c(=O)[nH]c(=O)n2C)n1CCOC	?
OC[C@@H]1CNC[C@H]1C1CCN(Cc2ccco2)CC1	19%
COc1ccc(C(=O)N2CCC3(CC2)N=C(c2ccc(C)cc2)NO3)cc1OC	44%[activator]
O=C(NCc1ccc(F)cc1)c1nc(-c2ccccc2)c2cnccn12	35%[activator]
CCc1cc(C(=O)N2CCN(Cc3cc(OC)ccc3OC)CC2)sc1C	1%
CCCCCC(=O)CC	5%[176 µM]

# (next part)
SMILES	12-LOX inh
Cc1ccc(-c2nnc(C3CN(C(=O)CCC4CCCC4)CC34CCOCC4)o2)cc1 (stereo not given)	0%
Cn1cc2c3c(cccc31)CN(C(=O)Cc1ccccc1F)CC2	-12%
N#C/C(=C/c1ccco1)C(=O)NC1CC1	?
Cc1cc(C(=O)Nc2ccccc2-c2nc(CNC(=O)c3sc(C)nc3C)c(C)o2)c(C)o1	15%
CCc1ccccc1NC(=O)C1CC1	0.79µM*
COc1cc(Nc2nc(-c3cccc(OC)c3OC)no2)cc(OC)c1OC	4%
CCNC(=O)N1CCC(n2c(C)cnc2C2CC2)CC1	25%
COc1ccc(C(=O)Nc2c(NCc3ccccc3)c3ccccc3oc2=O)cc1Br	?
Cc1ccccc1C(=O)N1CCC2(CC1)NC(=O)N(c1ccc(F)cc1)N2	?
C=CCOc1cccc(-c2nnc(CCC(=O)NCc3ccc4c(c3)OCO4)c(=O)[nH]2)c1	43%[activator]

# Carrying on.
SMILES	12-LOX inh
CN1C(=O)C2(CCN(Cc3cccn3C)C2)c2ccccc21 (stereo not given)	-1%[12.5 µM]
CCN1c2cc(C(=O)Nc3cc(F)cc(F)c3)ccc2C(=O)N2CCCCCC21 (stereo not given)	46%[activator]
CC(C)CN1C(=O)CO[C@H](c2ccc(NC(=O)C3CC3)cc2)[C@H]1CO	44%[activator][176 µM]
Cc1ccc(-c2cc(CN3CC(=O)N4CCC[C@H]4C3=O)on2)cc1	-2%
COC(=O)[C@@]12C[C@@H](CC(=O)NCC34CC5CC(CC(C5)C3)C4)C(=O)N(Cc3ccccc3)C1=CCC(C)(C)C2	-28%

# Screening data from PubChem.

# A portion of the library; the hit share may differ from the screen's.
